# GPR151 ag – human GPR151 activation; Q8TDV0; PathHunter beta-arrestin GPR151 cells, luminescence; activation, % at 11.2 µM; hit rate 1% among 650,000; in the data active means activation above about 4.9%;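 further: 0% = median of compound wells and 100% = cells with positive control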
# Target sequence (Q8TDV0 whole entry, looked up): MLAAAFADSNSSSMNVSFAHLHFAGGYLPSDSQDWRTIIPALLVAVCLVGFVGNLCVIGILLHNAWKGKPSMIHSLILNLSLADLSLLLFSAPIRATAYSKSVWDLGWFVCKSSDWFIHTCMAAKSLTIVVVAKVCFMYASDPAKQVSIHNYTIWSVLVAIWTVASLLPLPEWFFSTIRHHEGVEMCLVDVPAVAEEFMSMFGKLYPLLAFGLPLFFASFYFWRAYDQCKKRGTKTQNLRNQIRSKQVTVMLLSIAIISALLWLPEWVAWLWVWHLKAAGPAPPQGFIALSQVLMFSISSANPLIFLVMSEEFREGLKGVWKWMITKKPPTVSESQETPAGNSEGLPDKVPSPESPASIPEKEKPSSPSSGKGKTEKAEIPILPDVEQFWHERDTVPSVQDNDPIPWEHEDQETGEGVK
# FBW7 act – human FBW7 E3 ligase activation, primary screen | Q969H0 | AlphaScreen FBW7–phospho-cyclin E peptide binding, activator screen | normalized activity (activation), % at 26.1 µM | hit rate 0.13% among 650,000; in the data active means normalized activity above about 1.9%;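 further: purified mutant Fbw7 with reduced substrate affinity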
# MITF inh – inhibitors of human MITF | AlphaScreen MITF homodimerization, bead proximity signal | inhibition, % at 2.6 µM | hit rate 0.91% among 650,000 | O75030; in the data active means inhibition above about 50%;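 further: 0% = vehicle wells with protein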
# Target sequence (O75030 whole entry, looked up): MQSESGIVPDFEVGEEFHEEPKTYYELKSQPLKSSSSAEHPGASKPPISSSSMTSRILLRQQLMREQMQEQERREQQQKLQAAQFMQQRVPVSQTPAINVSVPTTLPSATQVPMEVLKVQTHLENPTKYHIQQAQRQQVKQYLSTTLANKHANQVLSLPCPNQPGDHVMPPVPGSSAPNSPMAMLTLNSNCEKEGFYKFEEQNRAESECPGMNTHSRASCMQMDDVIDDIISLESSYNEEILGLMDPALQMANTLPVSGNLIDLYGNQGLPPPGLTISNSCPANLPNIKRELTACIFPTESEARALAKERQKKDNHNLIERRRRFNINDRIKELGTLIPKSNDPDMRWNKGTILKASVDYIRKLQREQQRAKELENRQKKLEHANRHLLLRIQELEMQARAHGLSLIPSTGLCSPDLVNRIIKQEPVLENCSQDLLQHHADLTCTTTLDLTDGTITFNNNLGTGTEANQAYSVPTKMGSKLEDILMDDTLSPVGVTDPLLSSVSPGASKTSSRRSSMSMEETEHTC
# TEAD-YAP block – TEAD-YAP interaction inhibition. HEK-TIYL cells, TEAD-Gal4/YAP UAS-luciferase luminescence. inhibition, % at 9.12 µM. hit rate 1.4% among 640,000; in the data active means inhibition above about 32%;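 further: 0% = median of test compound wells and 100% = reference inhibitor wells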
# * marks the source's active call; other numbers are inactive results; . = not tested or not shown; & = joins results of further samples.
SMILES,GPR151 ag,FBW7 act,MITF inh,TEAD-YAP block
Cc1[nH]c2ccccc2c1C1N(Cc2ccccc2)CCN1Cc1ccccc1,0.0,-0.2,-7.1,0.3
COc1ccc(C2C(C(=O)OCCc3ccccc3)=C(C)NC3=C2C(=O)CC(C)(C)C3)cc1 (centres undefined),0.0,0.4,-3.6,-0.2
CN1CCN(C(=O)c2cc3c(ccc4ccccc43)oc2=O)CC1,1.6,0.1,-4.6,-3.9
CN1C(=O)/C(=C/c2ccc(OCc3ccc(C(=O)O)cc3)c(Cl)c2)C(=O)NC1=S,-5.1,-0.1,21.7,-14.3
Cc1cccc2c(=O)c(NC(=O)N3C4CCC3CC(O)(c3ccco3)C4)c[nH]c12 (centres undefined),-0.2,0.5,11.9,-7.5
COC(=O)C1=C(C)NC(=S)NC1c1ccccc1OCc1ccccc1 (centres undefined),0.9,-0.4,9.8,5.5
COc1ccc(CCNc2ccnc(N3CCN(Cc4ccc5c(c4)OCO5)CC3)n2)cc1,-2.1,1.0,19.8,4.8
CCCCNC(=O)c1cc2nc(-c3ccc(OCC)cc3)cc(C)n2n1,3.5,0.0,-22.5,4.9
Cc1cc(NC(=O)Cn2c(=O)n(Cc3ccccc3)c(=O)c3cccnc32)n[nH]1,1.0,-0.1,4.1,-3.3
COCCCNC(=O)c1ccccc1NC(=O)c1ccco1,-1.2,-0.1,-5.0,-5.5
COc1cccc(NC(=O)c2cc3ccccn3n2)c1,-5.1,0.0,-3.7,-3.6
COc1ccc(C)cc1N1C(=O)CC(Sc2ccccc2C(=O)O)C1=O (centres undefined),-0.7,0.1,-3.7,-3.1
COc1ccc2oc(=O)c(-c3csc(Nc4ccc(Cl)cc4)n3)cc2c1,-0.9,0.5,2.0,19.7
O=C(Nc1ccccc1N1CCCCC1)c1ccc(F)cc1,-0.9,0.2,-0.6,7.4
COc1ccccc1NC(=O)COC(=O)CN1C(=O)C2CCCCC2C1=O (centres undefined),-0.1,0.0,0.6,8.2
Cc1cccc(NC(=O)C2CCC(CNc3c(N4CCC(C)CC4)c(=O)c3=O)CC2)c1 (centres undefined),-1.0,0.1,9.4,6.7
O=c1oc2cc(O)ccc2s1,-0.4,0.0,19.1,5.8
CCc1cc(=O)n(CC(=O)Nc2ccc(F)cc2F)c(-n2nc(C)cc2C)n1,-2.0,-0.1,-5.5,9.2
Cc1nnc(SCC(=O)N/N=C/c2c[nH]c3ccccc23)n1-c1ccccc1,1.2,0.1,12.5,0.9
Cc1ccnc(NC(=O)CSc2ccccc2)c1,2.3,-0.2,-3.3,-7.0
CCN1CCN(c2nc3c(c(=O)[nH]c(=O)n3C)n2CCCOc2ccccc2)CC1,0.1,0.3,7.2,2.1
Cc1ccccc1Cc1c(C)nc2nc(SCc3ccccc3Cl)nn2c1C,0.8,0.5,-5.3,-16.0
CCN(CCCNC(=O)CCn1nc(-c2ccc(Cl)cc2)ccc1=O)c1ccccc1,1.0,-0.2,9.3,-1.7
CN(C)CCCN(C(=O)c1cccs1)c1nc2ccc(Cl)cc2s1,0.3,0.0,1.9,-7.8
CCC(C)c1ccccc1OCCCCN1CCNCC1 (centres undefined),-0.8,0.2,70.0*,-4.2

# Reformatted: entries from further up.
O=C(Nc1ccccc1N1CCCCC1)c1ccc(F)cc1
  GPR151 ag = -0.9
  FBW7 act = 0.2
  MITF inh = -0.6
  TEAD-YAP block = 7.4

CN1CCN(C(=O)c2cc3c(ccc4ccccc43)oc2=O)CC1
  GPR151 ag = 1.6
  FBW7 act = 0.1
  MITF inh = -4.6
  TEAD-YAP block = -3.9

CCC(C)c1ccccc1OCCCCN1CCNCC1 (centres undefined)
  GPR151 ag = -0.8
  FBW7 act = 0.2
  MITF inh = 70.0*
  TEAD-YAP block = -4.2

# Additional structures:
SMILES,GPR151 ag,FBW7 act,MITF inh,TEAD-YAP block
COCCn1c(SCC#N)nnc1-c1ccc([N+](=O)[O-])cc1,-0.5,0.0,14.8,9.2
COCCNC(=O)Cc1ccc([N+](=O)[O-])cc1,-0.6,-0.1,4.2,-2.5
O[C@@H]1[C@@H](O)C=C2CCN3Cc4cc5c(cc4[C@H]1C23)OCO5 (some centres undefined),0.6,0.5,23.0,82.2*
Cc1cc2ccccc2c(=O)n1CC(=O)N1CC(C)CC(C)C1 (centres undefined),-0.5,0.0,-18.2,-10.7
COc1ccc(NC(=O)CCN2C(=O)c3ccccc3C2=O)cc1,-0.1,0.1,-1.4,-2.6
C=CCN1C(=O)/C(=c2\sc3n(c2=O)C(c2ccc(OC(C)=O)cc2)C(C(=O)OCC)=C(C)N=3)c2ccccc21 (centres undefined),1.5,-0.1,15.6,8.0
CC(=O)Nc1cccc(-c2cnn3ccc(Nc4ccccc4)nc23)c1,1.4,-0.2,-14.7,-6.3
COc1ccc(C(=O)N2CCN(c3ccc(C(F)(F)F)cc3[N+](=O)[O-])CC2)cc1Br,0.5,0.0,-3.2,2.6
O=C(Nc1ccc(I)cc1)c1cc([N+](=O)[O-])ccc1Cl,-0.9,0.0,-18.4,38.2*
OCC1(CCOc2ccccc2)CCN(Cc2cccc3cccnc23)CC1,-0.6,-0.1,5.3,-9.0
CCOC(=O)C1=C(c2ccccc2)N=c2s/c(=C\C=C\c3ccccc3)c(=O)n2C1c1cc(C(C)C)c(OC)cc1C (centres undefined),-0.2,0.3,4.0,-4.8
CCN(CC)c1nc(NC(C)(C)C)nc(SCC(N)=O)n1,-2.2,-0.1,-14.6,3.1
COc1ccc(Cl)cc1C(=O)NCc1ccc(C(=O)O)cc1,2.4,-0.1,-0.8,-0.1
CCC1Oc2nc(SC)nnc2-c2ccccc2N1C(C)=O (centres undefined),0.3,-0.2,8.6,0.3
O=C(Cc1ccccc1)Nc1ccc(CN2CCCCC2)cc1,0.9,0.0,2.1,-7.4
CCc1ccc(N/N=C(\C#N)C(=O)N2CCN(C)CC2)cc1,1.0,0.0,-4.3,0.4
COc1ccc(CN2CCc3nnc(CNC(=O)C4CCC(=O)N4)n3CC2)c(OC)c1C (centres undefined),0.7,0.1,9.5,-3.0
Cc1cccc(OCC(=O)Nc2ccc(NC(=O)c3ccccc3)cc2)c1,2.4,0.3,14.5,-8.1
CC(=O)c1cccc(S(=O)(=O)NCC2CCCCC2)c1,0.3,0.2,-2.2,14.5
COc1ccc(CCCC(=O)N/N=C\c2cccs2)cc1,0.6,-0.1,9.3,12.4
CC(C)(C)c1ccc(C(=O)Nc2ccc(NC(=O)c3ccc(F)cc3)cc2)cc1,0.3,0.0,8.0,0.4
COc1ccc(C)cc1N(CC(=O)N1CCC(C)CC1)S(C)(=O)=O,2.0,0.0,2.5,6.7
Cc1cc(C)c(NC(=O)c2cc(S(=O)(=O)N3CCOCC3)cn2C)c(C)c1,1.3,0.0,-6.5,-2.0
O=C(Cc1ccccc1)Nc1sc2c(c1C(=O)Nc1ccc(Br)cc1)CCCC2,-0.7,-0.3,-7.5,-0.5
COCCCNC(=O)CNC(=O)Cn1ccc2ccccc2c1=O,1.3,0.2,13.8,3.7

# Continued:
SMILES,GPR151 ag,FBW7 act,MITF inh,TEAD-YAP block
C=CCN1CCC(N2CCC(O)(c3cccc(C(F)(F)F)c3)CC2)CCC1=O (centres undefined),-0.6,0.0,-5.6,0.4
COCCOC(=O)N1CCC(C(=O)N(C)C(c2cccc(OC)c2)c2ccccn2)CC1 (centres undefined),-0.5,-0.1,13.4,3.7
CCOC(=O)C1CCCN(c2c(NCCCN3CCCC(C)C3)c(=O)c2=O)C1 (centres undefined),-0.4,0.5,-14.4,-13.2
CCc1cccc(Nc2nc3ccccc3n3cnnc23)c1,-0.2,0.9,22.0,0.7
O=C(N1CCCCC1)N1CCc2nc(N3CCCC3)[nH]c(=O)c2C1,-0.4,-0.1,-2.8,-4.7
CCC(=O)NC(c1nnc2n1CCN(Cc1ccc(OC)cc1OC)CC2)C(C)C (centres undefined),-0.3,0.1,10.2,12.5
CC(C)COC(=O)c1ccc(NC(=O)c2cc(Cl)c(Cl)cc2C(=O)O)cc1,-0.9,0.1,8.6,-25.6
Cc1ccc(NC(=S)N(CCN2CCCCC2)Cc2ccco2)cc1C,-1.1,0.2,9.9,-1.0
CCOC(=O)C1=C(C)N=c2s/c(=C\c3c(F)cccc3Cl)c(=O)n2C1c1ccccc1 (centres undefined),0.2,-0.1,3.6,3.5
Cc1cccc(NC(=O)Cn2c(=O)n(CC3CCCO3)c(=O)c3ccccc32)c1 (centres undefined),0.0,0.0,2.2,-0.8
CC1CCc2nn(CC(=O)Nc3c(F)c(F)cc(F)c3F)cc2C1 (centres undefined),1.0,-0.1,10.4,3.5
CCOC(=O)c1c(NC(=O)COc2cc(Cl)ccc2Cl)sc2c1CCCC2,-1.9,0.0,-14.9,-2.1
CCc1cc2c(nc1CC)CCN(CC/C(C)=N/OC[C@@H](C)[C@H](OCc1ccccc1)C(C)C)C2,1.0,0.2,8.3,.
O=C1c2cccnc2C(=O)N1c1ccccc1F,0.8,-0.4,56.8*,0.5
CC(=O)Nc1ccc(Nc2cc(C)c(C#N)c3nc4cc(C)ccc4n23)cc1,0.1,0.7,20.0,-3.7
COc1ccc(OCC(=O)NC(=S)Nc2cccc(CO)c2)cc1,1.3,0.1,13.4,0.0
COC(=O)Cc1c(OC)ccc2cc(Br)ccc12,3.0,-0.1,1.9,11.6
O=c1/c(=C/C=C/c2ccccc2Cl)sc2nc3ccccc3n12,-0.4,-0.2,0.8,-3.6
CN1CCN(NC(=S)Nc2ccccc2)CC1,0.6&0.7,0.2&0.6,-7.5&-13.3,0.5&-8.1
Cc1ccc(NC(=O)C2CCCN(S(=O)(=O)c3c(C)[nH]c(=O)[nH]c3=O)C2)cc1 (centres undefined),3.6,-0.1,-1.4,9.5
CC(C)C1=C2CCCCC2NC(=O)N1 (centres undefined),2.1,-0.1,5.7,9.2
CCCOC(=O)/C(C#N)=C/c1cc2c(cc1Br)OCO2,-0.1,0.2,-12.3,6.4
COCCn1c(=NC(=O)c2cccc(OC)c2)sc2cc([N+](=O)[O-])ccc21,0.9,-0.1,9.7,-5.1
CCOC(=O)C1(CCOc2ccccc2)CCN(C2CCSC2)CC1 (centres undefined),-0.3,0.0,11.3,-4.0
COCCN(C(=O)CC(C)C)c1nnc(-c2ccc(OC)cc2)s1,0.4,0.2,10.1,-19.5

# Single records, as listed above. Screens in order: GPR151 ag	FBW7 act	MITF inh	TEAD-YAP block
# CCOC(=O)C1CCCN(c2c(NCCCN3CCCC(C)C3)c(=O)c2=O)C1 (centres undefined) as listed: -0.4	0.5	-14.4	-13.2
# COCCn1c(=NC(=O)c2cccc(OC)c2)sc2cc([N+](=O)[O-])ccc21 as listed: 0.9	-0.1	9.7	-5.1
# CCc1cccc(Nc2nc3ccccc3n3cnnc23)c1 as listed: -0.2	0.9	22.0	0.7
# CCC(=O)NC(c1nnc2n1CCN(Cc1ccc(OC)cc1OC)CC2)C(C)C (centres undefined) as listed: -0.3	0.1	10.2	12.5
# Cc1ccc(NC(=S)N(CCN2CCCCC2)Cc2ccco2)cc1C as listed: -1.1	0.2	9.9	-1.0

# The list continues.
SMILES,GPR151 ag,FBW7 act,MITF inh,TEAD-YAP block
CCOC(=O)N1CCC(N2C(=O)c3ccccc3C2O)CC1 (centres undefined),0.1,0.8,9.8,1.9
CC(=O)C1=C(c2ccc(C)cc2)N(C(C)=O)n2cnnc2S1,0.5,-1.3,7.5,14.3
COc1cc(C(=O)N2CCN(c3ccc(F)cc3)CC2)c([N+](=O)[O-])cc1OC,2.1,0.1,7.5,-0.9
CCC1(C)Cc2ccccc2C(c2c(C)[nH]n(-c3ccccc3)c2=O)=N1 (centres undefined),-0.1,-0.5,23.3,8.2
CCc1ccc(OCC2c3cc(OC)c(OC)cc3CCN2C(C)=O)cc1 (centres undefined),-1.2,-0.1,0.5,-5.3
CCOc1ccccc1NC(=O)CN1CCN(S(=O)(=O)c2ccc(Br)cc2)CC1,0.0,0.1,9.0,5.4
O=C(c1sc2ccccc2c1Cl)N1CCN(C/C=C/c2ccccc2)CC1,2.5,0.1,3.1,1.4
CC(C)Oc1ccc(C2NC(=O)NC2=O)cc1 (centres undefined),1.4,-0.3,9.8,5.8
Cc1ccc(N2CC(NS(=O)(=O)c3cccnc3)CC2=O)cc1C (centres undefined),-0.8,0.2,6.8,0.3
O=C(Cc1ccc(Br)cc1)N[C@@H]1CCN(C(=O)c2ccc3[nH]ncc3c2)C1,-1.6,-0.1,2.9,0.6
O=C1N[C@@H](Cc2c[nH]c3ccccc23)C(=O)N2CCN(C(=O)c3ccc(C(F)(F)F)cc3)C[C@H]12,-1.0,0.1,12.4,-5.6
Cc1ccccc1Oc1ccc(N2C(=O)C3C4C=CC(C4)C3(C)C2=O)cc1 (centres undefined),2.7,0.6,24.2,5.7
COc1ccc(C2C(=O)N(C3CCC(C)CC3)CC(=O)N2Cc2ccccc2Cl)cc1OC (centres undefined),0.8,-0.1,0.5,0.2
CC(C)CN(CC(C)C)C(=O)CN1C(=O)NC2(CCc3ccccc3C2)C1=O (centres undefined),1.6,-0.1,1.1,10.8
O=C(O)c1cc(S(=O)(=O)NCCc2ccccn2)c(Cl)cc1Cl,-0.1,-0.1,-5.5,-1.0
COc1ccc(C[C@@H]2NC(=O)[C@H]3CN(C(=O)Oc4ccc(C)cc4)CCN3C2=O)cc1,-0.3,0.0,1.8,-0.5
O=C(c1ccco1)N1CCCC(c2nc(N3CCCC3)ncc2-c2ccncc2)C1 (centres undefined),1.2,-0.1,4.2,-8.2
COc1cccc(CN2CCN(Cc3cccc(SC)c3)CC2CCO)c1 (centres undefined),1.9,0.1,-5.0,3.2
COC(=O)C1=C(C)N(C(C)C)C(=O)C1(NC(=O)c1ccc(C(C)(C)C)cc1)C(F)(F)F (centres undefined),0.4,-0.1,10.3,-5.0
Cc1ccc(-c2ccc(C(=O)C(F)(F)F)[nH]2)cc1,-1.5,0.8,23.1,-16.6
CSc1ccc(CCNC(=O)Cn2ncc3c(=O)oc4ccccc4c32)cc1,2.1,0.0,4.5,4.9

# Source: PubChem (The Scripps Research Institute Molecular Screening Center)
